Compound activity: PubChem BioAssay, several laboratories
IEC-6 cytotox: IEC-6 cytotoxicity, counter-screen for KLF5 inhibitors; 290,000 tested, 0.78% active; inhibition, % at 5 µM; luminescence viability; AID 1825; in the data active = inhibition above about 22%;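 note: 0% = plate median of test compound wells and 100% = cytotoxic reference compound wells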
HSF1 activator: increases HSF-1 driven luciferase reporter signal; NIH3T3-HGL HSF-1 luciferase reporter, MG132, 8 h; 100% = twice DMSO control signal; activation, % at 9 µM; 300,000 tested, 1.7% active;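 active = mean replicate activation of at least 50% with a set share of replicates each reaching 50%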;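 note: 0% = median of the neutral control wells and 100% = twice that signal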
HSF1 inh: HSF1 inhibition | AID 2098 | activity change, negative = inhibition, % at 7.5 µM (by protocol) | 300,000 tested, 0.77% active | NIH3T3-HGL HSE-luciferase, MG132-induced, luminescence 8 h; hits give low values;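 active = more than half of replicate wells show activity change below -50%, luminescence cut by over half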;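 note: luciferase reports HSF-1 transcriptional activity via heat shock element; 0% = median of DMSO wells and -100% = zero luminescence signal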
AI-2 QS mod: modulates the Vibrio harveyi AI-2 quorum sensing system. Vibrio harveyi JMH597 AI-2 luminescence/OD600 ratio, 9 h; hits give low values; strain lacks LuxN and CqsS sensors; 0 = neutral-control median. activity change, % at 7.5 µM. 300,000 tested, 0.4% active; in the data active = activity change below about -75%, passing the limit was not always enough;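 note: luminescence divided by OD600 gain over 9 h not by final OD600 alone; inactives centre near 13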
GSK3A inh: human GSK-3 alpha kinase inhibition; P49840; ADP-Glo luminescence, 60 min; inhibition, % at 10 µM; 320,000 tested, 0.1% active; AID 2650;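 in the data active = inhibition above about 50%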;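 note: GST-tagged GSK-3 alpha with peptide substrate and 25 µM ATP; 0% = DMSO neutral wells and 100% = GW8510 positive control wells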
Target sequence (P49840 whole entry, looked up): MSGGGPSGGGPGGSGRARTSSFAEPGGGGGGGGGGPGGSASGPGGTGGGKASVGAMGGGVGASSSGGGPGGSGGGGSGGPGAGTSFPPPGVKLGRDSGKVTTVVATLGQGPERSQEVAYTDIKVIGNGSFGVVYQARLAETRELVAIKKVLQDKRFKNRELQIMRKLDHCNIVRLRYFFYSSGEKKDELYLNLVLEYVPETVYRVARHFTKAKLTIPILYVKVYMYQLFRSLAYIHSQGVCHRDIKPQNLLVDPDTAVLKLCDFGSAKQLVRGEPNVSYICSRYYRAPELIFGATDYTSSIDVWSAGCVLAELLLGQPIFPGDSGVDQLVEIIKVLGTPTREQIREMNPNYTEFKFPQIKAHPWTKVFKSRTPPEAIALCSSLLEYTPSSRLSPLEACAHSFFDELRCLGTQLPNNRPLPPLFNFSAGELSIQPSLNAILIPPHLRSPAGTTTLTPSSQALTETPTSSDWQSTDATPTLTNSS
GSK3B inh: human GSK3beta kinase inhibition; AID 2097; GST-GSK3beta kinase, ADP-Glo luminescence, 60 min; hits give low values; activity score (negative = inhibition), % at 10 µM; P49841; 300,000 tested, 0.038% active;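 active = more than half of replicate wells score below -50%, meaning over 50% inhibition versus plate controls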;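 note: 0% = median DMSO wells and -100% = median GW8510 positive control wells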
Target sequence (P49841 whole entry, looked up): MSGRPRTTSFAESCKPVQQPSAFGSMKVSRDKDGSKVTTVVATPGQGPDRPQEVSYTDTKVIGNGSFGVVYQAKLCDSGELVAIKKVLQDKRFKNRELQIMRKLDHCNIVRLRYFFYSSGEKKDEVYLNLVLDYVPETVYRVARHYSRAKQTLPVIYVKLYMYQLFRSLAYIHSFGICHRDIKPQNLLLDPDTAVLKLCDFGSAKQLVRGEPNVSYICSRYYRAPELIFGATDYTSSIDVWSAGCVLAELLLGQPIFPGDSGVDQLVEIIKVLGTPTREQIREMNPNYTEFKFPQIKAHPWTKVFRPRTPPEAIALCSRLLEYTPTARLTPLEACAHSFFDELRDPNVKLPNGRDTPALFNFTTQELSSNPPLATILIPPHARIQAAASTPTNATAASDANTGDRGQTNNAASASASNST
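Test system – GST-tagged human GSK3beta kinase, cell-free · Incubation – 60 min enzyme reaction, room temperature · Signal – ADP-Glo luminescence · Also added – peptide substrate and ATP at 25 µM · Controls – DMSO neutral wells and GW8510 at 20 µM as positive · Buffer or medium – Tris/MgCl2 kinase buffer · Measure – Luminescence-derived activity versus plate DMSO and GW8510 wells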
PolyA inh: blocks polyadenylation in yeast reporter cells | 300,000 tested, 0.02% active | S. cerevisiae SKY197-pL101 polyadenylation reporter, beta-gal luminescence; efflux-impaired pdr1/pdr3 knockout yeast; score 100 = 6 SD above DMSO | calls only at 12 µM | AID 1875;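 active = lowest replicate activity score at least 50, where 100 means six control SD above control mean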;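 note: yeast exposed to compound for 9 h at 30 °C; higher score means more reporter readthrough which indicates perturbed polyadenylation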
HSP90 refold inh: inhibitors of HSP90 luciferase refolding in rabbit reticulocyte lysate; luciferase refolding luminescence, 3 h; inhibition, % at 5.6 µM; 290,000 tested, 0.91% active;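 active = inhibition above the screen-wide mean plus 3 SD, computed separately per campaign, cut at about 16% in these data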;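 note: 0% = DMSO wells and 100% = 60 µM geldanamycin wells; inhibitors lower the luminescence because luciferase stays unfolded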
aSyn 5UTR inh: 5' untranslated region of α-synuclein, MLPCN primary screen | alpha-synuclein 5'UTR reporter, inhibitor activity | inhibition, % (tested at 7.5 µM) | 300,000 tested, 0.82% active | AID 1813; in the data active = inhibition above about 60%;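 note: H4 neuroglioblastoma cells stably carrying SNCA 5'UTR luciferase fusion; 0% = DMSO wells and 100% = positive control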
KLF5 inh: suppresses KLF5 promoter-driven expression | DLD-1 KLF5 promoter-luciferase reporter, luminescence | inhibition, % at 5 µM | 290,000 tested, 0.23% active | AID 1700;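 active = inhibition above a per-plate limit of that plate's mean compound inhibition plus 3 SD, cut at about 60% in these data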;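 note: 0% = DMSO wells and 100% = LY294002 at 200 µM; higher means less KLF5 promoter-driven luciferase light; inactives centre near -14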
* marks the source's active call; other numbers are inactive results; i = inactive; / = no result given.

SMILES	IEC-6 cytotox	HSF1 activator	HSF1 inh	AI-2 QS mod	GSK3A inh	GSK3B inh	PolyA inh	HSP90 refold inh	aSyn 5UTR inh	KLF5 inh
CC(C)OC(=O)CC1C(=O)NCCN1C(=S)NC(=O)CCc1ccccc1 (stereo unspecified)	6	1	-6	10	-1	-3	i	4	20	1
Cc1ccc(CNc2ncnc3c2cnn3-c2ccccc2)cc1	-4	26	6	42	-2	1	i	2	19	-18
COc1ccc(/C=c2\s/c(=C/C(=O)c3ccc(C)cc3)[nH]c2=O)c(OC)c1	-6	-3	2	2	-4	3	i	2	-2	-14
CCCC(c1nnnn1C1CCCCC1)N1CCN(C(=O)c2ccco2)CC1 (stereo unspecified)	3	0	-3	19	-1	1	i	-2	-5	-20
Cc1ccc(CNC(=O)CCC(=O)N2CC(C)Oc3ccccc32)cc1 (stereo unspecified)	5	1	0	15	0	3	i	-5	-10	-30
CCCCS(=O)(=O)N1CCC(C(=O)Oc2ccccc2OC)CC1	6	5	0	0	2	0	i	0	0	-3
CCCN(CC(=O)Nc1ccccc1C)C(=O)c1ccc(Cl)c(S(=O)(=O)N2CCCC2)c1	/	4	7	41	-1	0	i	/	2	/
c1ccc(OCCCn2ccnc2)cc1	2	10	7	-2	0	0	i	-4	10	-23
Cn1c(=O)n(Cc2ccccc2)c(=O)c2c1nc1n2CCS1	3	13	6	19	0	0	i	0	22	-2
COc1ccc(/C=C(\NC(=O)c2ccc([N+](=O)[O-])cc2)C(=O)N2CCOCC2)cc1	2	5	-3	27	-1	-2	i	6	10	5
COc1ccc(S(=O)(=O)N2CCC3(CC2)CC(=O)c2ccccc2O3)cc1C	/	8	-5	-1	-1	1	i	/	-17	/
C#CCOCCOCCOCCNc1nc(N2CCN(C(=O)[C@H](CCCCN)n3cc(CCCC)nn3)CC2)nc(N2CCN(C(=O)[C@H](Cc3ccc(O)cc3)n3cc(CCO)nn3)CC2)n1	-5	-2	-6	10	6	-1	i	3	12	-24
COc1ccc(COCC(O)CN2CCOCC2)cc1OC (stereo unspecified)	-5	5	5	-5	1	-1	i	5	12	-11
CC(Nc1nc(-c2ccccc2)nc2ccccc12)c1ccccc1 (stereo unspecified)	5	11	11	13	8	1	i	-1	-9	-11
CCOc1ccc(-c2nc(CCl)cs2)cc1OC	-1	13	4	19	-2	-1	i	-2	-104	-2
CCN(c1ccccc1)S(=O)(=O)c1ccc(OC)c(NC(=O)CCc2nc3ccccc3c(=O)[nH]2)c1	/	-9	3	35	-1	4	i	/	-1	/
CCn1nc(C)cc1C(=O)Sc1ccc(C)cc1	5	8	5	23	3	-14	i	0	1	-35
CCNc1nc(NCC)nc(Oc2ccc(N)cc2)n1	4	1	-6	10	-2	3	i	3	24	9
CC1=C(C(=O)O)N2C(=O)C(NC(=O)c3ccn(C)n3)C2SC1 (stereo unspecified)	7	3	4	10	-2	-2	i	2	-6	-9
O=C(CNC(=O)c1ccccc1)OCC(=O)N1c2ccccc2Sc2ccccc21	-1	1	0	28	1	5	i	3	4	-6
CCN(CC)c1ccc(S(=O)(=O)N2CCOCC2)cc1NC(=O)c1cc(=O)c2ccccc2o1	-5	-27	-28	5	-3	1	i	1	20	-24
CCOC(=O)C1=C(C)OC(N)=C(C#N)C1c1ccc(O)c(OC)c1 (stereo unspecified)	-2	-1	5	7	-1	-4	i	1	4	-35
CN(C)/C=C(\C=O)c1ccc(Cl)cc1Cl	1	0	3	15	6	-1	i	0	9	2
Cc1ccc(-c2cc3nc(-c4ccccc4)cc(N)n3n2)cc1	10	62*	32	5	0	-3	i	2	-236	-85
CCOC(=O)C1=C(C)N(C)C(=S)NC1c1ccccc1Cl (stereo unspecified)	4	-5	3	-12	0	1	i	-1	8	-13
Clc1nc2ccccc2cc1-c1nnn(-c2ccccc2)n1	3	22	13	-5	-1	-2	i	9	-160	-69
COc1ccc(-c2nc(C3CCCCC3)c3cc(OC)ccc3n2)cc1	/	3	3	34	-2	2	i	/	16	/
CC(C)CNC(=S)NNC(=O)c1ccc2c(c1)OCO2	-4	36	18	22	1	1	i	-3	-34	-48
N#Cc1cccc(NC(=O)c2nc(-c3ccccc3)n(-c3ccccc3)n2)c1	7	8	-1	5	-2	-3	i	1	-9	-11
Cc1ccc(C(C(=O)NC(C)(C)C)N(Cc2ccc3c(c2)OCO3)C(=O)c2ccc(CN3CCOCC3)o2)o1 (stereo unspecified)	-1	-2	-2	5	-2	0	i	-3	12	-12
O=C(CC(c1ccccc1)C1CCCCC1=O)c1ccco1 (stereo unspecified)	-7	-11	3	29	1	-5	i	-2	-9	-5
Cc1ccc(NC(=O)/C=C/c2ccco2)nc1	86*	19	12	-7	0	-2	i	5	-63	30
COc1cc(NC(=O)c2ccc(-c3csc(C)n3)cc2)c(OC)cc1Cl	-3	-11	-1	6	-1	2	i	2	-64	-19
O=C(c1cc(S(=O)(=O)N2CCOCC2)c(Cl)cc1Cl)N1CCCCC1CO (stereo unspecified)	1	19	6	-7	-4	1	i	2	-3	11
Cc1ccc(NC(=S)N2CCC(NC(=O)c3ccco3)CC2)cc1C	-1	14	-5	/	-1	/	i	2	-10	0
CCCn1nc(NC(=O)CC(C)C)c2cc3cccc(C)c3nc21	-2	-9	-6	30	1	-1	i	-4	13	-9
COc1ccc(-c2c(C)[nH]n3c(=O)c(Cc4ccccc4)c(C)nc23)cc1	5	14	-8	28	1	-2	i	3	28	-22
CCN1CCN(CC(=O)N2c3ccccc3Sc3ccccc32)CC1	1	5	-2	20	-1	-4	i	-2	-10	-36
CCN(CC)S(=O)(=O)c1ccc(NC(=O)CC(NC(C)=O)c2ccccc2)cc1 (stereo unspecified)	9	-10	-6	8	-28	-4	i	1	28	-17
Cc1ccc(S(=O)(=O)N2CCN(C(=O)COC(=O)/C=C/c3ccc(F)cc3)CC2)c(C)c1	/	-5	5	29	1	5	i	/	0	/

Some values from the list:
Result of Cc1ccc(CNC(=O)CCC(=O)N2CC(C)Oc3ccccc32)cc1 (stereo unspecified) in HSP90 refold inh: -5
Result of COc1ccc(-c2c(C)[nH]n3c(=O)c(Cc4ccccc4)c(C)nc23)cc1 in HSF1 inh: -8

Later entries.
SMILES	IEC-6 cytotox	HSF1 activator	HSF1 inh	AI-2 QS mod	GSK3A inh	GSK3B inh	PolyA inh	HSP90 refold inh	aSyn 5UTR inh	KLF5 inh
COc1ccc(CNS(=O)(=O)c2ccc3c(c2)CC(C)N3C(=O)C2CC2)cc1 (stereo unspecified)	-1	8	-1	18	-3	3	i	-3	-14	1
O=C/C=C/c1coc2ccc3ccccc3c2c1=O	-1	16	14	0	8	-5	i	-2	-23	-13
CCOC(=O)c1cccc(NC(=O)CSc2nnc(COc3ccccc3C)o2)c1	-3	-5	-3	32	4	-3	i	1	3	-16
COc1cccc(-c2nnc(N(C)C(=O)C3CCOC3)s2)c1 (stereo unspecified)	-1	17	9	19	0	-3	i	-2	-71	-35
COc1ccc(CNC(=O)CN(C(=O)CCC(=O)Nc2nccs2)c2cccc(C)c2)cc1	2	-1	-1	14	1	3	i	0	34	-5
CC(C)Oc1ccc(C(=O)N(CN2CCCC2=O)c2ccc(F)cc2)cc1	-11	8	-3	1	0	-7	i	4	-8	-28
Cc1cn(C(=O)CN2C(=O)c3ccccc3C2=O)c(C)n1	1	13	-4	11	/	-1	i	3	0	-25
COC(=O)C1=C(C)N(Cc2ccc(OC)cc2)C(=O)C1	3	-1	2	10	/	0	i	0	4	2
Cc1ccc(C(=O)Nc2ncc3c(n2)CC(c2ccco2)CC3=O)cc1 (stereo unspecified)	-2	-2	-3	4	1	3	i	4	-27	-22
CC(=O)Nc1c(C)ccc(S(N)(=O)=O)c1C	1	/	/	2	-4	2	i	2	-1	16
CCOc1ccc(CCNC(=O)COC(=O)c2ccco2)cc1OCC	-1	-4	-5	-3	-3	1	i	3	20	-15
CN(C)CCCNC(=S)N(CCCN(C)C)Cc1cc2cc3c(cc2[nH]c1=O)OCO3	1	12	0	-1	2	-5	i	-2	6	-21
Oc1ccc(-c2onc3ccc(Cl)cc23)cc1	0	/	/	1	16	0	i	-1	-31	-28
COc1ccc(CCNC(=O)CCS(=O)(=O)c2cccc3nsnc23)cc1OC	-2	10	-4	13	-2	1	i	-1	13	11
COc1ccc(NC(=O)CCC(=O)N2CCN(S(=O)(=O)c3ccc(C)cc3)CC2)c(OC)c1	/	-10	-2	20	-3	0	i	/	8	/
CCn1c(=O)c(C(=O)NNC(=O)c2ccccc2F)c(O)c2ccccc21	14	0	-9	/	-3	/	i	6	-1	-5
O=C(O)c1ccc(/C=N/NC(=O)c2ccc(CN3c4cccc5cccc(c45)S3(=O)=O)cc2)cc1	-4	-13	-2	20	-1	-3	i	4	4	6
CC(=C/c1ccc(C(C)C)cc1)/C=N/NC(=O)c1ccncc1	2	-4	0	17	-3	-5	i	5	-110	-6
CCCCn1c(N)c(N(CC(C)C)C(=O)CN(C)Cc2cccc(OC)c2)c(=O)[nH]c1=O	-2	-15	4	15	2	3	i	-1	11	6
CCc1nnc(SCC(=O)Nc2ccc(N3CCOCC3)cc2)n1C	0	12	-1	19	-2	0	/	-3	-10	-22
CCOc1ccccc1NC(=O)c1ccc(Cl)c(NC(=O)CC(c2ccccc2)c2ccccc2)c1	-3	8	-10	17	-2	-3	i	2	-46	-49
O=[N+]([O-])/C(C(Cl)=C(Cl)Cl)=C1\Nc2ccccc2O1	4	1	-3	3	-7	-3	i	12	37	19
Cc1cc(/C=C2\C(=N)N3N=C(C(C)C)SC3=NC2=O)c(C)n1Cc1ccccc1	-1	20	-2	8	-2	1	i	-7	-11	-26
O=C(CN(c1ccc(Cl)c(Cl)c1)S(=O)(=O)c1ccccc1)N1CCc2ccccc2C1	6	10	5	11	/	-7	i	-3	18	-13
O=C(NN=C1CCCCCC1)c1cc(-c2ccccc2)nc2ccccc12	4	-4	-2	32	2	-3	i	-3	-2	-15
COC(=O)c1ccccc1NC1=C/C(=N\S(=O)(=O)c2cccs2)c2ccccc2C1=O	-6	40	33	43	2	-2	i	4	-91	14
COC(=O)COc1cccc(-n2cnnn2)c1	-5	-4	3	16	0	-1	i	5	17	-3
COc1cc(/C=N/NC(=O)c2cccc([N+](=O)[O-])c2)cc(OC)c1O	15	17	1	26	3	2	i	1	-23	-18
Cc1nn(C)cc1S(=O)(=O)N1CCCC(C(=O)O)C1 (stereo unspecified)	0	12	-4	11	0	-3	i	2	-28	-21
CN1C(=O)C(=O)N(c2cccc(C(F)(F)F)c2)C1=O	/	-16	-3	-6	-3	-7	i	/	2	/
O=C(CCNC(=O)N1CC(=O)Nc2ccccc21)NCc1ccc(F)cc1	6	7	-1	18	-1	0	i	0	0	-12
Cn1cnc([N+](=O)[O-])c1Sc1ccccc1	0	29	-1	-1	-1	2	i	2	13	-45
COc1ccc2oc(=O)c(C(=O)N3CCN(C(=O)c4ccco4)CC3)cc2c1	-2	18	-6	21	9	1	i	-3	-6	-27

Some of the compounds tested; count on the stated rates, not on these rows.
